Screening data (PubChem)
HEK293 tox = kills HEK 293 cells; HEK 293 viability, ATP luminescence (CellTiter-Glo), 48-72 h; Potency, µM (doses to about 115 µM), for inactives: top-dose activity change, negative = cytotoxicity, usual class: inhibitors; hit rate 6.6% among 94,000; note: potency is the fitted concentration of half-maximal effect; nearly all actives have a fitted effect of over 60% in size
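ATP-coupled CellTiter-Glo luminescence served as viability read-out, recorded 10 min after reagent addition at room temperature. HEK 293 cells, 250 cells/well, had been incubated with pintool-transferred compound for 48 or 72 hr at 37 degree Celsius.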
IP6K1 inh = inhibitors of human IP6K1 | IP6K1 kinase, ADP-Glo luminescence, 2 h; active compounds read low | activity change, % (series mostly up to about 58 µM) | AID 1645851 | hit rate 0.81% among 140,000; in the data active = activity change below about -25%
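ADP-Glo luminescence measures ADP made by human IP6K1 during a 2 h RT reaction with ATP/IP6 (mix at 1.3 mM/130 uM); top library doses 57.5 and 19.1 uM final.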
HEK293 viab = counter-screen for SNCA expression inhibitors: cell viability. HEK-293-SNCA-luc viability, GF-AFC fluorescence, 24 h. Potency, µM (top dose mostly 57.1 µM), for inactives: at the top dose activity change, negative = cytotoxicity, usual class: cytotoxic. hit rate 0.12% among 150,000. AID 1671193;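 note: potency is the fitted concentration of half-maximal effect; 0% = DMSO-treated cells and -100% = medium-only wells without cells; nearly all actives have a fitted effect of over 30% in size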
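HEK-293-SNCA-luc cells (1500/well) plated 24 h, then exposed 24 h to a dilution series; GF-AFC added 30 min at 37C, fluorescence 405/540 nm; normalised to medium-only and DMSO wells, Hill fit.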
SNCA expr inh = reduces expression of the alpha-synuclein gene; HEK-293 SNCA-luciferase knock-in, luminescence, 24 h; Potency, µM (highest dose often 57.2 µM), for inactives: at the highest dose activity change, negative = inhibition, actives largely listed as inhibitors; hit rate 0.17% among 140,000;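 note: potency is the fitted concentration of half-maximal effect; plate controls were DMSO cells for no effect and cell-free wells for full effect; nearly all actives have a fitted effect of over 45% in size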
Luciferase inh = blocks purified firefly luciferase enzyme activity; AID 1347043; Potency, µM (titrated, usually from 115 µM), inactives show top-dose activity change, negative = inhibition, actives largely listed as inhibitors; purified P. pyralis luciferase, luminescence, biochemical; hit rate 2.5% among 76,000; P08659; note: potency is the fitted concentration of half-maximal effect; nearly all actives have a fitted effect of over 65% in size
Target sequence (P08659 whole entry, looked up): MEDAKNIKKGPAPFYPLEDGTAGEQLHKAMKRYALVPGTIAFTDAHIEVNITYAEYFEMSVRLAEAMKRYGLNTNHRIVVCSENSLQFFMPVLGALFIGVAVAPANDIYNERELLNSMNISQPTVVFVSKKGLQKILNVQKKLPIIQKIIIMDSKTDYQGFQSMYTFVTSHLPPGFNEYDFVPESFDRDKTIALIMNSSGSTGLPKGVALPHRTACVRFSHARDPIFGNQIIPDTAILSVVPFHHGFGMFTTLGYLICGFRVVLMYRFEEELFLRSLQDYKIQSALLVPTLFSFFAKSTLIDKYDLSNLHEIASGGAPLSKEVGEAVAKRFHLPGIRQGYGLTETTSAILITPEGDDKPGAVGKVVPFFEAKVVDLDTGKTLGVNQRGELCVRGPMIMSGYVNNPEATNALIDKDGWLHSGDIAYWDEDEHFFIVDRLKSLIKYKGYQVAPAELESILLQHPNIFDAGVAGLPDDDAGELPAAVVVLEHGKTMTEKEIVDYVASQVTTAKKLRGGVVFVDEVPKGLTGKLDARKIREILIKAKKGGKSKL
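FLuc 10nM, D-luciferin 10uM, ATP 10uM, Mg acetate 10mM, Tris acetate pH 7.5, Tween/BSA; cpd qHTS; enzyme added last; CCD luminescence.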
GPT2 inhibitor = GPT2 alanine aminotransferase inhibition. Q8TD30. Recombinant GPT2, coupled pyruvate oxidase/HRP Amplex Red fluorescence. Potency, µM (series often up to 57.7 µM), without a hit: at the top dose activity change, negative = inhibition, hits mostly inhibitors. hit rate 0.25% among 100,000; note: potency is the fitted concentration of half-maximal effect; nearly all actives have a fitted effect of over 60% in size; many of its hits are not listed in these tables
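GPT2 10ng/uL, a-KG 250uM, L-Ala 2mM, HEPES pH7.5 + 0.0001% Tween; 30 min RT. Then Amplex mix (PO/HRP/ThPP), 30 min RT dark, fluorescence. AOA 50uM used as positive control.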
NIH3T3 tox = NIH 3T3 cell cytotoxicity; NIH 3T3 viability, CellTiter-Glo ATP luminescence, 48-72 h; Potency, µM (top dose mostly 96.7 µM), for inactives: at the top dose activity change, negative = cytotoxicity, hits mostly inhibitors; hit rate 4.3% among 94,000; note: potency is the fitted concentration of half-maximal effect; nearly all actives have a fitted effect of over 55% in size
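NIH 3T3 cells at 400 cells/well received 23 nL of compound by pintool and were incubated 48 or 72 h at 37 °C. Viability was read as ATP-coupled CellTiter-Glo luminescence.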
* = called active by the depositor; i = inactive; ? = inconclusive; / = no result given; & = joins results of further samples; [ ] = remark or other dose. Unless noted, calls come from the whole dose curve; as a rule, active = well fitted curve in the direction sought with a large enough effect; inconclusive = small, poorly fitted or top-dose-only effect, or another doubt; inactive = no such curve, though single readings can be large; an effect the other way counts as inactive or inconclusive. Unless noted, % is set by controls: 0 for no effect and ±100 for the full control effect. These rows are one share of the data (hit frequency here may not be typical).

Key to letters – A = HEK293 tox; B = IP6K1 inh; C = HEK293 viab; D = SNCA expr inh; E = Luciferase inh; F = GPT2 inhibitor; G = NIH3T3 tox
Cc1ccc2c(c1)c1c(c(=O)n(Cc3ccccc3)c(=O)n1Cc1cccc(F)c1)n2C
  A = / | B = -3 | C = -3% | D = 6% | E = / | F = / | G = /
CC(=O)Nc1ccc(OCCOCCOc2ccc(NC(C)=O)cc2)cc1
  A = / | B = 0 | C = 14%[23.9 µM] | D = -32%[25.6 µM] | E = / | F = -7% | G = /
Cn1c(N2CCCCS2(=O)=O)nc(C(=O)NCc2ccc(F)cc2)c(O)c1=O
  A = / | B = 7 | C = -5%&-5% | D = 9% | E = / | F = -8% | G = /
COc1ccc(N2CCN(C(=O)Cn3cnc4sc(C)c(S(=O)(=O)N5CCC(C)CC5)c4c3=O)CC2)cc1
  A = / | B = 27 | C = -14% | D = -16% | E = / | F = / | G = /
Cc1cc(C)c(/C=C/c2onc(C)c2S(=O)(=O)N2CCC(C(=O)NCc3ccco3)CC2)c(C)c1
  A = / | B = -5 | C = -20% | D = ? | E = / | F = / | G = /
CC(=O)c1ccc(NC(=O)C(C)n2nc(-c3ccccc3)ccc2=O)cc1 (stereo not given)
  A = / | B = -17 | C = 9% | D = 46%[activator] | E = / | F = / | G = /
CCOC(=O)N1CCC(NC2CC(=O)N(CCc3ccc(OC)cc3)C2)CC1 (stereo not given)
  A = -16% | B = 21 | C = -3% | D = ? | E = -3% | F = i | G = -17%
Cc1cc(Cl)ccc1S(=O)(=O)N1CC(c2nc(-c3ccncc3)no2)C1
  A = ? | B = -8 | C = 1% | D = -22% | E = 2% | F = i | G = ?
COc1cccc(-c2cc3c(=O)n(CCNC(=O)c4cc5ccccc5[nH]4)ccn3n2)c1
  A = ? | B = -16 | C = -8% | D = 8% | E = -27% | F = -2% | G = ?
O=C(CSc1nc2c([nH]c3ccccc32)c(=O)n1-c1ccc(Cl)cc1)c1ccccc1
  A = / | B = -15 | C = 14% | D = ? | E = / | F = / | G = /

Some of the entries above in another layout.
SMILES	HEK293 tox	IP6K1 inh	HEK293 viab	SNCA expr inh	Luciferase inh	GPT2 inhibitor	NIH3T3 tox
COc1cccc(-c2cc3c(=O)n(CCNC(=O)c4cc5ccccc5[nH]4)ccn3n2)c1	?	-16	-8%	8%	-27%	-2%	?
Cc1ccc2c(c1)c1c(c(=O)n(Cc3ccccc3)c(=O)n1Cc1cccc(F)c1)n2C	/	-3	-3%	6%	/	/	/
CC(=O)c1ccc(NC(=O)C(C)n2nc(-c3ccccc3)ccc2=O)cc1 (stereo not given)	/	-17	9%	46%[activator]	/	/	/
COc1ccc(N2CCN(C(=O)Cn3cnc4sc(C)c(S(=O)(=O)N5CCC(C)CC5)c4c3=O)CC2)cc1	/	27	-14%	-16%	/	/	/

(more compounds)
Key to letters – A = HEK293 tox; B = IP6K1 inh; C = HEK293 viab; D = SNCA expr inh; E = Luciferase inh; F = GPT2 inhibitor; G = NIH3T3 tox
COc1ccc2nc3n(c2c1)[C@@H](CNCC(C)(C)C)COC3
  A = ? | B = 1 | C = -14%[87.6 µM] | D = 12%[87.6 µM] | E = 5%[172 µM] | F = i | G = 32µM*
Cc1nnc2ccc(N3CCCN(C(=O)c4ccc(Cl)cc4)CC3)nn12
  A = 1% | B = -7 | C = / | D = / | E = / | F = / | G = -22%
CN(CC1(C)CCOCC1)C(=O)NC(C)(C)C
  A = -7% | B = 13 | C = 5% | D = ? | E = -14% | F = -12% | G = -15%
C[C@H]1[C@@H]2[C@@H](O)C([C@H](C)C(=O)NCc3ccco3)CC[C@@]2(C)CC[C@@H]1NC(=O)CC(C)(C)C (stereo not given in full)
  A = -6% | B = 4 | C = 0% | D = -29% | E = -4% | F = 5% | G = -18%
COc1ccc(NC(=O)CN2CCCN(Cc3ccc(Cl)cc3)S2(=O)=O)cc1Cl
  A = / | B = 10 | C = 4% | D = -8% | E = / | F = / | G = /
Cc1noc2c(-c3cccnc3NC(C)C)cc(-c3ccccc3)nc12
  A = ? | B = -10 | C = 21%[87.6 µM] | D = 2%[87.6 µM] | E = -26%[172 µM] | F = 3%[88.5 µM] | G = ?
Cc1nc([C@H]2CCN(Cc3ccoc3)C[C@H]2NC(=O)C2CCOCC2)n[nH]1
  A = i | B = 0 | C = 1%[12.5 µM] | D = 19% | E = 8% | F = 5% | G = i
CC(=O)N1CCCC(c2nc(CCOCC3CC3)no2)C1 (stereo not given)
  A = -17% | B = -1 | C = -14% | D = 17% | E = -10% | F = i | G = 2%
Cc1noc(-c2ccc(OC(F)(F)F)cc2)c1C(=O)NCCCOC(C)C
  A = -29% | B = 0 | C = ? | D = ? | E = -2% | F = -13% | G = -25%
CC1CCc2c(sc(NC(=O)Cc3ccccc3)c2C(=O)Nc2ccc(Cl)cc2)C1 (stereo not given)
  A = / | B = 3 | C = -2% | D = ? | E = / | F = / | G = /

One compound at a time, from the list above. Order of screens: HEK293 tox	IP6K1 inh	HEK293 viab	SNCA expr inh	Luciferase inh	GPT2 inhibitor	NIH3T3 tox
Cc1nnc2ccc(N3CCCN(C(=O)c4ccc(Cl)cc4)CC3)nn12 is entered as 1%	-7	/	/	/	/	-22%
CC(=O)N1CCCC(c2nc(CCOCC3CC3)no2)C1 (stereo not given) is entered as -17%	-1	-14%	17%	-10%	i	2%

Later entries.
Key to letters – A = HEK293 tox; B = IP6K1 inh; C = HEK293 viab; D = SNCA expr inh; E = Luciferase inh; F = GPT2 inhibitor; G = NIH3T3 tox
CCNC(=O)N1CCOc2ccc(CCC(=O)NCCOc3ccccc3OC)cc2C1
  A = 0% | B = -9 | C = -3%[12.5 µM] | D = -19% | E = 4% | F = -1% | G = -17%
CN1C(=O)CCC2(CNC(=O)c3ccc(Cn4ccnc4)o3)CCC=C12 (stereo not given)
  A = i | B = 17 | C = 12% | D = 24% | E = -1% | F = i | G = -3%
O=C(CC1CCCCC1)NC(Cc1ccccc1)C(=O)N1CCN(c2ccccn2)CC1 (stereo not given)
  A = ? | B = 5 | C = 2% | D = ? | E = -1% | F = ? | G = ?
O=c1[nH]cnc2c1ncn2[C@@H]1O[C@H](CO)[C@@H](O)[C@H]1O
  A = / | B = 9&25 | C = -2% | D = 9%[25.6 µM] | E = / | F = -18% | G = /
CCOc1ccccc1CNC(=O)c1c(C)noc1-c1cccs1
  A = ? | B = 7 | C = 5% | D = -10% | E = -10% | F = ? | G = ?
O=C(NCc1cccc(F)c1)N1CCC(Oc2ncccc2C(=O)N2CCOCC2)C1 (stereo not given)
  A = 9% | B = -6 | C = -2% | D = -26% | E = 9% | F = i | G = i
Cc1cc(N2CCN(C)CC2)nc2ccc(NC(=O)c3ccc(C(C)(C)C)cc3)cc12
  A = / | B = -2 | C = ? | D = ? | E = / | F = / | G = /
Cc1ccc(-c2cn3cccc(C)c3n2)cc1NS(=O)(=O)c1ccccc1
  A = / | B = -6 | C = -25% | D = 31%[activator] | E = / | F = / | G = /
COCc1nc2nc(-c3ccccc3)c(-c3ccc(OC)cc3)cc2n1C
  A = ? | B = 10 | C = 1%[87.6 µM] | D = 9%[87.6 µM] | E = -11%[172 µM] | F = -6%[88.5 µM] | G = ?
CC1(C)[C@H](Cc2cc(CC3CCCCC3)on2)C[C@@H]1NC(=O)C1CCCC1
  A = ? | B = -1 | C = -18%[87.6 µM] | D = ? | E = 0%[172 µM] | F = ? | G = ?
CCN(CCOc1ccc(OC)cc1)C(=O)c1cc(S(N)(=O)=O)ccc1C
  A = 4% | B = -12 | C = 0% | D = -25% | E = 11% | F = -5% | G = ?
COC(=O)c1sc(-c2ccccc2)cc1NC(=O)Nc1ccccc1Cl
  A = / | B = 5 | C = -2% | D = -1% | E = / | F = / | G = /
CN(C)[C@@H]1CNCC[C@@H]1CO
  A = -6% | B = 29 | C = 3%[12.5 µM] | D = ? | E = 2% | F = -1% | G = -16%
